# NCI-60 one-dose screen, 48 h, at 10 µM unless noted. Numbers give growth in % (100 = growth as untreated, 0 = no growth, -100 = all killed).
# NCI-H322M = NCI-H322M lung cancer. 2.7% of 80,000 active
# NCI-H460 = NCI-H460 lung cancer; 6.8% of 82,000 active; AID 1794736
# CAKI-1 = CAKI-1 renal cancer; AID 1794772; 4.7% of 75,000 active
# NCI-H522 = NCI-H522 lung cancer. AID 1794739. 8% of 78,000 active
# 786-0 = 786-0 renal cancer cells. 5.1% of 81,000 active
# TK-10 = TK-10 renal cancer cells | 3.9% of 81,000 active | AID 1794769
# UO-31 = UO-31 renal cancer. 5.2% of 81,000 active. AID 1794768
# ACHN = ACHN renal cancer; 4.9% of 81,000 active
# RXF 393 = RXF 393 renal cancer cells; 6.9% of 77,000 active
# * = called active by the depositor; . = no result given. How the source made its calls: active means growth percent below 10; inactive means the rest. Compounds were not picked by outcome; overall some 11% were active at least once.
# Values run as follows: NCI-H322M	NCI-H460	CAKI-1	NCI-H522	786-0	TK-10	UO-31	ACHN	RXF 393
O=C(OCc1ccc2cccc(O)c2n1)N1CCN(C(=O)c2cc3cc(F)ccc3[nH]2)CC1
 : 60	-48*	-98*	-63*	-87*	-97*	-100*	-100*	-93*
COc1ccc2nc3ccccc3[n+]([O-])c2c1
 : 102	95	99	.	96	102	78	99	112
CCN(CC)Cc1cccc(C)c1OC(=O)c1ccccc1
 : 102	108	103	89	106	99	110	105	108
Cc1ccc(C(c2c(O)c3ccccc3[nH]c2=O)c2c(O)c3ccccc3[nH]c2=O)cc1
 : 104	104	91	92	98	104	73	101	.
COCCc1ccc(OCC(O)CNC(C)C)cc1 (stereo not drawn)
 : 99	107	96	93	98	110	79	108	128
COc1ccc(/C=C2\CN(Cc3cn(CCNc4ccnc5cc(Cl)ccc45)nn3)C/C(=C\c3ccc(OC)c(OC)c3)C2=O)cc1OC
 : 45	-29*	97	-68*	16	8.7*	80	51	-52*
O=c1nc(Oc2ccccc2)nc2ncccn12
 : 95	96	98	103	92	100	84	90	98
CC(=O)OCC1OC([n+]2c([O-])cc(=O)n3ccsc32)C(OC(C)=O)C1OC(C)=O (stereo not drawn)
 : 103	102	92	55	98	98	85	.	103
O=C1NN(c2ccccc2)C(c2cccnc2)=N/C1=C\c1ccccc1
 : 94	97	98	113	100	102	84	97	107
Cc1c(Cc2ccccc2)c(=O)oc2c(C)c(OCC(=O)N/N=C/c3ccc(N(C)C)cc3)ccc12
 : 78	110	.	80	103	112	72	102	108
COc1cc(-c2csc(NC(=O)Nc3cccc(C(F)(F)F)c3)n2)cc(OC)c1OC
 : 68	54	48	41	64	49	46	31	71
O=C(/C=C/c1cn(-c2ccccc2)nc1-c1ccccc1)OCc1cn(-c2cccc(Cl)c2)nn1
 : 85	96	90	76	95	100	70	95	103
COC(=O)/C=C/c1cc(OC(C)=O)c2c(c1)[C@@H](C(=O)OC)[C@H](c1ccc(OC(C)=O)c(OC(C)=O)c1)O2
 : 60	11	18	-25*	22	49	39	24	37
Cn1ccc2c3c(ccc21)CC3=O
 : 116	108	92	98	107	124	107	111	115
Cc1nn2c(-c3nc4ccccc4[nH]3)c(-c3ccccc3)nc2s1
 : 107	105	91	103	105	111	73	97	106
NCCN(CCc1ccccc1)CCc1ccccc1
 : 89	106	72	86	80	82	61	102	65
O=C1Nc2ccccc2C(c2c[nH]c3ncccc23)N1 (stereo not drawn)
 : 99	106	98	91	102	91	89	96	108
COc1ccc(-c2c(C#N)c(-c3ccccc3)nc3c2c(-c2ccccc2)nn3-c2ccccc2)cc1
 : 91	101	77	87	93	85	85	84	91
CC(C)=C[C@@H]1CC2Cc3c(C)cc(C)cc3N1O2 (stereo partly drawn)
 : 91	105	88	93	96	92	71	94	110
COc1ccc(/C=N/NC(=O)Cn2nc(-c3ccccc3)ccc2=O)cc1OC
 : 97	128	92	102	109	112	70	99	.
CC(C)OC(=O)Nc1ccc(-c2nc(-c3cccc(O)c3)c(-c3ccnc(Br)c3)[nH]2)cc1
 : 76	77	51	59	60	61	40	67	43
COc1cc(-c2nccc3[nH]c(-c4ccc5cc[nH]c5c4)nc23)cc(OC)c1OC
 : 45	2.6*	30	-60*	-56*	11	14	2.8*	18
O=C(Cc1ccc(F)c(Cl)c1)Nc1cc(C2(C(F)(F)F)CC2)nn1CC(F)(F)F
 : 102	106	81	80	97	109	81	98	.
Cc1ccc(C2CC(c3ccc(NC(=S)Nc4ccccc4)cc3)=NN2c2ccc(S(C)(=O)=O)cc2)cc1 (stereo not drawn)
 : 99	107	101	97	103	111	83	107	102
O=C1NCC(Nc2ccc(Br)cc2Cl)C(=O)N1 (stereo not drawn)
 : 126	112	92	93	103	110	68	96	112
CC/C=C\C[C@H](O)C/C=C1/C(=O)C=C[C@@H]1C/C=C\CCCC(=O)NC
 : 21	-50*	4.8*	-16*	-39*	-8.3*	-77*	-86*	-79*
O=C1/C(=C/c2ccccn2)Sc2c(Br)cccc21
 : .	97	95	67	107	114	72	98	106
CC[N+]1(CC)CC[N+]2(CCCC(C)CC2)CC1 (stereo not drawn)
 : 106	105	101	93	100	104	95	104	113
CCOC(=O)c1sc(NC(=O)CN2CCC(Cc3ccccc3)CC2)nc1C
 : 90	101	99	93	97	106	80	107	111
Clc1cc(Cl)c(Cl)c(Cl)c1Cl
 : 93	112	107	125	98	104	85	106	112

# 4 entries picked at random from the list so far, as already listed:
# Values run as follows: NCI-H322M	NCI-H460	CAKI-1	NCI-H522	786-0	TK-10	UO-31	ACHN	RXF 393
COc1ccc2nc3ccccc3[n+]([O-])c2c1
 : 102	95	99	.	96	102	78	99	112
NCCN(CCc1ccccc1)CCc1ccccc1
 : 89	106	72	86	80	82	61	102	65
CC/C=C\C[C@H](O)C/C=C1/C(=O)C=C[C@@H]1C/C=C\CCCC(=O)NC
 : 21	-50*	4.8*	-16*	-39*	-8.3*	-77*	-86*	-79*
Cc1c(Cc2ccccc2)c(=O)oc2c(C)c(OCC(=O)N/N=C/c3ccc(N(C)C)cc3)ccc12
 : 78	110	.	80	103	112	72	102	108

# (further entries)
Compound,NCI-H322M,NCI-H460,CAKI-1,NCI-H522,786-0,TK-10,UO-31,ACHN,RXF 393
C=C(C)[C@@H]1CC[C@]2(C)[C@H](CC[C@@H]3[C@H]4[C@H]5OC[C@@]4(CCC5(C)C)CC[C@]32C)[C@@]1(C)CCCN,31,-29*,3.9*,98,49,130,64,59,17
O=C1Nc2ccccc2/C1=C\c1ccc(OCc2ccccc2)cc1,100,109,98,98,96,108,85,104,116
CC(C)OCCOCCO,93,107,101,100,99,97,86,107,112
N=C(N)c1ccc(-c2ccc(-c3ccc(Cl)cn3)s2)cc1,4.7*,-47*,63,49,53,92,58,12,52
CCOC(=O)c1ccccc1NC(=O)CCCl,108,108,.,95,98,97,94,113,116
O=C(/C=C/c1ccc([N+](=O)[O-])cc1)c1ccc(Cl)cc1,112,105,99,.,97,75,76,98,91
CCOC(=O)c1c[nH]c2ccc([N+](=O)[O-])cc2c1=O,90,114,85,99,105,121,83,105,123
c1ccc(CNNCc2ccccc2)cc1,120,111,110,91,119,98,94,106,119
S=c1[nH]nc(-c2cc3ccc2CCc2ccc(cc2)CC3)n1Cc1ccccc1,105,103,92,96,.,119,93,110,111
Cc1oc(-c2cccc(C(F)(F)F)c2)cc1C(=O)Nc1nccs1,59,38,74,85,90,112,85,27,104
O=C(/C=C/c1ccc2nc(-c3ccc(C(F)(F)F)cc3)sc2c1)c1cc(F)cc(F)c1,90,106,89,95,92,106,86,96,112
N=C(N)c1ccc(-c2ccc(-c3ccc(Cl)c(Cl)c3)o2)cc1,-23*,-69*,53,58,-91*,76,-69*,-71*,60
O=C(Nn1c(NCC(=O)N2c3ccccc3Sc3ccccc32)nnc1-c1ccc(O)cc1)c1ccc(Cl)cc1,89,99,90,76,100,108,81,87,109
COc1ccc(CNc2oc(-c3ccccc3)c(-c3ccccc3)c2C#N)cc1,.,52,86,67,88,87,85,105,96
S=c1oc(-c2cc(Cl)cc(Cl)c2Cl)nn1CNc1cccc(Cl)c1Cl,91,109,90,84,93,117,85,104,105

# Reprinted from the part before: five compounds, then new ones.
Compound,NCI-H322M,NCI-H460,CAKI-1,NCI-H522,786-0,TK-10,UO-31,ACHN,RXF 393
O=C(/C=C/c1ccc2nc(-c3ccc(C(F)(F)F)cc3)sc2c1)c1cc(F)cc(F)c1,90,106,89,95,92,106,86,96,112
N=C(N)c1ccc(-c2ccc(-c3ccc(Cl)c(Cl)c3)o2)cc1,-23*,-69*,53,58,-91*,76,-69*,-71*,60
O=C(Nn1c(NCC(=O)N2c3ccccc3Sc3ccccc32)nnc1-c1ccc(O)cc1)c1ccc(Cl)cc1,89,99,90,76,100,108,81,87,109
COc1ccc(CNc2oc(-c3ccccc3)c(-c3ccccc3)c2C#N)cc1,.,52,86,67,88,87,85,105,96
S=c1oc(-c2cc(Cl)cc(Cl)c2Cl)nn1CNc1cccc(Cl)c1Cl,91,109,90,84,93,117,85,104,105
O=c1[nH]c2ncc(-c3ccc4ncnc(N5CCc6cc(F)c(Cl)cc65)c4c3)cc2o1,54,95,94,91,97,105,45,56,57
Cc1ccc(SC2c3ccc(Br)cc3Oc3nc(N)c(C#N)c(N)c32)cc1 (stereo not drawn),100,96,.,32,101,113,35,79,115
COc1ccc(CNCCN2C(=O)c3ccc4c5c(ccc(c35)C2=O)C(=O)N(CCNCc2ccc(OC)cc2)C4=O)cc1,-74*,-79*,-54*,-81*,-76*,-62*,-77*,-74*,-93*
N#CCCNCC(=O)O,130,114,113,95,104,108,113,105,118
O=C(/C=C/c1ccccc1)c1ccc(Nc2nc(NCCO)nc(N3CCOCC3)n2)cc1,98,98,87,88,99,112,70,89,64
COc1ccc(C2CC(c3ccccc3)=NN2c2nc(-c3ccccc3)c(C#N)c(=O)n2C)cc1 (stereo not drawn),88,93,83,.,91,110,73,102,107
Cc1ccc(N/N=C/c2c(-c3ccc(S(C)(=O)=O)cc3)nc3ccccn23)cc1,63,54,34,28,62,61,49,58,76
O=[N+]([O-])c1ccc(-c2nn(-c3ccccc3)cc2C2CC(c3ccc(F)cc3)=NN2)cc1 (stereo not drawn),82,80,79,108,69,104,110,84,79
COc1cc(NC(=O)CCl)ccc(=O)c1,86,77,31,17,106,35,64,75,85
CC(C)(C)CC(C)(C)NCc1ccccc1,101,107,105,.,105,133,83,108,126
COc1ccc(-c2nn(-c3ccccc3)cc2/C=C2\SC(=S)N(CCc3ccc(O)cc3)C2=O)cc1,89,82,51,65,94,94,60,87,93
CCN(CC)c1ccc(/C=C/C2=[N+](C)c3ccccc3C2(C)C)c(C)c1,28,2.9*,15,-14*,13,9.5*,8.3*,6.0*,30
O=c1oc(=O)c2ccccc2c2ccccc12,92,108,107,102,95,105,99,105,114
CC(C)CSc1nc(NN)c(C#N)c(-c2ccccc2)n1,90,97,90,88,98,110,82,93,90
Clc1cc(Cl)c(Cl)c(-c2nc(CN3CCOCC3)cs2)c1,97,91,85,66,89,102,.,83,.

# Continuation:
Compound,NCI-H322M,NCI-H460,CAKI-1,NCI-H522,786-0,TK-10,UO-31,ACHN,RXF 393
Cc1cc(C)nc(C=O)c1,103,116,103,92,110,105,97,109,129
N#C/C(=C\c1ccc(Br)cc1)n1nnc2ccc(F)cc21,9.4*,-36*,-4.6*,-18*,-74*,-3.8*,-36*,-38*,-41*
COC(=O)c1cc(C(=O)C(F)(F)F)n2c3ccccc3c3ccccc3c12,91,62,43,96,24,74,39,18,69
O=C1CCC(=O)CC1,110,104,97,91,104,96,86,109,113
Cc1ccc(-c2cc3c(SCC(=O)Nc4cc(C(F)(F)F)ccc4Cl)nccn3n2)cc1,31,14,30,43,55,91,30,40,14
CC(=O)OCN(C)N=Nc1ccc(C(C)=O)cc1,103,103,88,101,98,113,.,106,115
CCOC(=O)c1ccc(N=Cc2cc(Cl)cc(Cl)c2O)cc1,.,105,89,102,100,105,87,96,104
NC(=O)Cc1ccncc1,103,104,102,96,98,93,102,104,93
CCCSc1nc(NC2CC2)c(C#N)c(-c2ccccc2)n1,104,95,94,88,63,106,95,107,.
CC(C)CCCC(C)C1CCC2C3CC=C4OC(=O)CCC4(C)C3CCC12C (stereo not drawn),89,96,88,80,93,106,77,93,113
CSc1nc2ccc(C)cc2cc1/C=[N+](\[O-])c1ccccc1,74,100,74,68,90,98,55,69,71
COc1cc(C2CC(c3cc(OC)c(OC)c(OC)c3)=Nc3c(C)nn(-c4ccccc4)c3N2)ccc1Oc1ccnc2cc(Cl)ccc12 (stereo not drawn),77,92,63,68,89,116,48,75,80
CC1CN2COC(=S)SSSSC(=S)OCN3CC(C)N(COC(=S)SSSSC(=S)OCN1CC2C)CC3C (stereo not drawn),103,99,89,87,.,101,88,108,118
Nc1nc(SCc2ccccc2[N+](=O)[O-])c2ncn(C3OC(CO)C(O)C3O)c2n1 (stereo not drawn),90,103,91,99,104,99,84,101,104
CCOC(=O)Nc1c(Cl)[nH]c(=O)n(C)c1=O,112,117,96,.,101,98,70,108,112
